uPA surface inh: cell surface uPA generation inhibition | cell surface uPA generation assay, qHTS | Potency, µM (highest dose often 38.3 µM), inactives show top-dose activity change, negative = inhibition, most hits filed as inhibitors | actives 0.31% (n = 330,000) | AID 540303; active = well fitted inhibition curve with a large enough effect; inconclusive = small, poorly fitted or top-dose-only effect; inactive = no such curve, though single readings can be large or run the other way; tested in mouse RAW 264.7 cells; note: potency is the fitted concentration of half-maximal effect; % is set by controls: 0 for no effect and ±100 for the full control effect; nearly all actives have a fitted effect of over 55% in size
TSHR antagonist: antagonists of human thyroid stimulating hormone receptor. P16473. TSHR-expressing cells, TSH-stimulated cAMP HTRF, 2 h; active compounds read low. activity change, negative = inhibition, % at 11.5 µM. actives 0.2% (n = 330,000);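 active = activity change below a set negative limit, meaning inhibition stronger than a set level, cut at about -70% in these data; inconclusive = activity change between two set negative limits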; note: % is set by controls: 0 for no effect and ±100 for the full control effect
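Inhibition of cAMP made by TSHR-expressing cells under TSH stimulation (4nM final, EC80; 2 h, 37 deg C) is quantified with a one-step lysis HTRF kit, anti-cAMP cryptate versus cAMP-d2.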
Mito fusion yeast: mitochondrial division inhibition or fusion activation | actives 0.23% (n = 320,000) | S. cerevisiae fusion-defective mutant growth rescue, CellTiterGlo 48 h | Potency, µM (doses to about 46.1 µM), for inactives: at the highest dose growth rescue (activation), usual class: activators | AID 485298;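 note: potency is the fitted concentration of half-maximal effect; % of control where 0% means no effect; nearly all actives have a fitted effect of over 45% in size; temperature-sensitive fusion mutants such as fzo1-1 at 37 °C on non-fermentable ethanol glycerol medium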
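Compounds are tested for their ability to restore growth of mitochondrial fusion-defective yeast strains at non-permissive 37C in YPEG medium over 48 hours. Viability is quantified by luciferase luminescence.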
TSG101-PTAP inh: blocks PTAP/TSG101 interaction to inhibit HIV-1 budding. Q99816. Fluorescence polarization, FITC-PTAP peptide / Tsg101 binding. Potency, µM (doses to about 115 µM), for inactives: at the top dose activity change, negative = inhibition, usual class: inhibitors. 340,000 tested, under 10 active; active = well fitted inhibition curve with a large enough effect in the main read-out, with a control signal flat, not every such curve was filed as active; inconclusive = small, poorly fitted or top-dose-only effect, or effect the other way, or a change in a side signal; inactive = no such curve, though single readings can be large or run the other way; note: potency is the fitted concentration of half-maximal effect; % of control where 0% means no effect
Target sequence (Q99816 whole entry, looked up): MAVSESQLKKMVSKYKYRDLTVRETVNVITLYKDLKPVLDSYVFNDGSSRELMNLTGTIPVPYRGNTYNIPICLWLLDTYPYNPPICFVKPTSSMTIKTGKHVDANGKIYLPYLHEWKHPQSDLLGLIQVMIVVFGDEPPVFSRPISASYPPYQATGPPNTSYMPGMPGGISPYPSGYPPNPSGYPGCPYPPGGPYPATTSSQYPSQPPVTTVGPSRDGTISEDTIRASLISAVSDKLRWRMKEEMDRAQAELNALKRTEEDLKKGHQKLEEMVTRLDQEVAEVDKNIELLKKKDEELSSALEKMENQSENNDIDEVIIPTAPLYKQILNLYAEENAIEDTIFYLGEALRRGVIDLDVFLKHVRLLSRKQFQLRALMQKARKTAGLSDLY
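Compounds were pin-transferred onto Tsg101 binding domain (10 uM final) in HEPES pH 7.5 buffer, then FITC-PTAP peptide was added at 50 nM final. After 20 min at RT, polarization reported peptide displacement across a qHTS concentration series.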
B2AR arrestin: agonists driving beta-arrestin recruitment to human beta2-adrenergic receptor; actives 0.02% (n = 330,000); P07550; Potency, µM (titrated, usually from 46.1 µM), inactives show top-dose activation, hits mostly activators; AID 492947; beta-arrestin recruitment to beta2AR, cell-based reporter;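 note: potency is the fitted concentration of half-maximal effect; 0% = DMSO controls and full agonism = EC100 isoproterenol or metaproterenol; nearly all actives have a fitted effect of over 65% in size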
TCR act: activators of T cell receptors | primary human leukocytes, anti-CD3, IL-2 HTRF, 48 h | Potency, µM (top dose mostly 9.22 µM), for inactives: at the highest dose activation of IL-2 secretion, hits mostly activators | 330,000 tested, under 10 active | AID 504894; note: % of control where 0% means no effect
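Compounds are tested in HTS on primary human leukocytes co-incubated with a-CD3 beads for 48 hr. IL-2 output is measured by time-resolved FRET.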
ELG1 DNA repair: inhibitors of ELG1-dependent DNA repair in HEK293T cells; AID 504467; HEK293T ELG1-luciferase reporter, luminescence, 16 h; DNA damage induced by 5-fluorouridine; Potency, µM (top dose mostly 46.1 µM), without a hit: at the top dose activity change, negative = inhibition, hits mostly inhibitors; actives 2.3% (n = 330,000); note: potency is the fitted concentration of half-maximal effect; % is set by controls: 0 for no effect and ±100 for the full control effect; nearly all actives have a fitted effect of over 55% in size
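Quantitative HTS, concentration-response format. 2,000 cells/well co-treated with 5-fluorouridine and compound, 16 hr in 5% CO2 at 37 °C; ONE-Glo luminescence read after 30 min.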
Eya2 inh: blocks the phosphatase activity of human Eya2. O00167. AID 488837. recombinant Eya2, OMFP fluorescence dephosphorylation (OMFP is methylfluorescein phosphate). actives 0.006% (n = 330,000). Potency, µM (titrated, usually from 76.9 µM), inactives show top-dose activity, negative = inhibition, hits mostly inhibitors; note: potency is the fitted concentration of half-maximal effect; % is set by controls: 0 for no effect and ±100 for the full control effect
Target sequence (O00167 whole entry, looked up): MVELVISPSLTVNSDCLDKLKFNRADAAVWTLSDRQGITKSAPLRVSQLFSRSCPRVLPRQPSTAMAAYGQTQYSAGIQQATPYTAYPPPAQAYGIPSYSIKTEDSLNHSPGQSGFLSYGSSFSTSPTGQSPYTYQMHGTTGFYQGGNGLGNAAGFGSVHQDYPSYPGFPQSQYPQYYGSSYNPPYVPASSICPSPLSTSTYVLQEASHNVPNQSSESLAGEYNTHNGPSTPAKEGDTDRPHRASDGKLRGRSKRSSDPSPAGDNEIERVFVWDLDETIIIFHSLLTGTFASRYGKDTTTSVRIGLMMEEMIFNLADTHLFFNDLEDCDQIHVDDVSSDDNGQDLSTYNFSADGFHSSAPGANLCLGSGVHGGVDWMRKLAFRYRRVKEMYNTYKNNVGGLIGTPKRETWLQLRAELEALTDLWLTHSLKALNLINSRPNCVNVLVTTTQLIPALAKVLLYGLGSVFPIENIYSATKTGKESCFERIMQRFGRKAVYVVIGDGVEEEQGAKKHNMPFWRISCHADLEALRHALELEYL
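Eya2 (0.2 uM) preincubated 10 min at ambient with compound, then OMFP substrate added at 50 uM; 10 min reaction in 50 mM HEPES pH 7.5, 50 mM NaCl, 5 uM MgCl2, 0.05% BSA, 1 mM DTT. Fluorescence read at Ex 485/Em 525 nm.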
BCR signal inh: chronic active BCR signaling inhibition; ABC-DLBCL IkBa-CBG/CBR reporter, luminescence ratio, 4 h; actives 0.05% (n = 340,000); Potency, µM (doses to about 46.1 µM), without a hit: at the highest dose ratio change, negative = lower green/red ratio, usual class: inhibitors; active = well fitted inhibition curve with a large enough effect in the signal ratio, with a control signal flat, not every such curve was filed as active; inconclusive = small, poorly fitted or top-dose-only effect, or effect the other way, or a change in a side signal; the % refers to the signal ratio;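 note: potency is the fitted concentration of half-maximal effect; plate controls were basal doxycycline-induced cells for no effect and cells given 10 µM MG132 for full effect; MG132 reads +100%, hits lower the ratio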
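Cell line TMD8 (human ABC DLBCL), stably expressing tet-inducible CBG68-IkBa fusion and CBR; IMDM/0.5% FBS; cpd up to 46 uM; dox induction, 4 h, 37C/5% CO2; dual luminescence; green/red ratio; MG132 control.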
Tb PFK block: blocks T. brucei phosphofructokinase; O15648; T. brucei PFK, ADP-Glo luminescence; Potency, µM (titrated, usually from 57.5 µM), for the others: top-dose activity, negative = inhibition, usual class: inhibitors; actives 0.17% (n = 330,000);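 note: potency is the fitted concentration of half-maximal effect; 0% = uninhibited 1x PFK enzyme wells and -100% = no-enzyme wells; nearly all actives have a fitted effect of over 60% in size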
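In TEA buffer at pH 8.0 with 5 mM MgCl2, enzyme (1.25 nM) converted F6P (0.5 mM) and ATP (0.1 mM) for 45 min at room temperature. ADP product was read by luciferase luminescence.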
USP2a inh: blocks human ubiquitin-specific protease USP2a; Potency, µM (doses to about 38.3 µM), inactives show at the top dose activity change, negative = inhibition, hits mostly inhibitors; USP2 core, Ub-CHOP2 coupled fluorogenic reporter, 485/531; actives 0.01% (n = 330,000);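 note: potency is the fitted concentration of half-maximal effect; plate controls were DMSO wells for no effect and full inhibition by NEM control for full effect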
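Deubiquitinase activity read as fluorescence (485/531 nm) after Ub-CHOP2 cleavage activates the enterokinase reporter on its substrate; USP2 core 10nM, Ub-CHOP2 and substrate 25nM each, 30min compound preincubation then 60min RT; data normalized to NEM, curves fitted.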
Active calls of the source: *; ? = inconclusive; / = no result given; [ ] = another dose, or the depositor's remark. Unless noted, calls come from the whole dose curve; as a rule, active = well fitted curve in the direction sought with a large enough effect; inconclusive = small, poorly fitted or top-dose-only effect, or another doubt; inactive = no such curve, though single readings can be large; an effect the other way counts as inactive or inconclusive. Not a hit list; 3% or so of the library scored in one or more.

SMILES	uPA surface inh	TSHR antagonist	Mito fusion yeast	TSG101-PTAP inh	B2AR arrestin	TCR act	ELG1 DNA repair	Eya2 inh	BCR signal inh	Tb PFK block	USP2a inh
CN(C)CCCN(C(=O)c1ccc(S(=O)(=O)N2CCc3ccccc32)cc1)c1nc2ccc(Cl)cc2s1	-16.9%	-14.8	-17.8%	/	-0.2%	0.8%	?	-27.5%	4.6%	-2.1%	-2.6%
COc1ccc(-n2cnnc2SCc2ncc(-c3ccccc3)o2)cc1	3.6%	0.3	0.4%	-6.8%	0.2%	/	-13.5%	-0.7%	-5.2%	-0.5%	2.8%
Cc1cc(C)c(C#N)c(SCC(=O)c2cccs2)n1	-7.7%	-11.9	10.8%	1.7%	-0.3%	3.7%	?	3.7%	?	-0.7%	-0.6%
O=C1CCCCN1CCCC(=O)N1CCCC(Nc2ccccc2)C1 (configuration not stated)	8.1%	12.1	-1.3%	-0.6%	0.1%	0.6%	4.9%	4.6%	0.0%	2.9%	1.4%
CCCCOc1ccc(N2C(=O)CC(NCc3ccncc3)C2=O)cc1 (configuration not stated)	0.1%	2.3	14.5%	0.3%	0.3%	5.8%	-10.8%	-11.3%	2.0%	-0.1%	-3.1%
COc1cccc(OCc2nc3c4cnn(-c5ccccc5)c4ncn3n2)c1	/	2.5	-3.6%	-4.4%	-0.5%	-2.9%	?	7.9%	11.2%	1.3%	1.3%
COc1ccc(S(=O)(=O)Nc2c(NC3CCCCC3)c3ccccc3oc2=O)cc1OC	2.4%	6.3	2.9%	1.0%	2.7%	-0.6%	-29.8%	7.2%	?	2.0%	1.2%
O=C(NCCNCCO)c1c(O)c2cccc3c2n(c1=O)CCC3	-2.7%	7.0	-4.3%	-7.5%	0.2%	-0.5%	6.51µM*	-5.0%	16.8%	-3.0%	-5.9%
O=C1C2(c3ccccc3)CN(CCCO)CC1(c1ccccc1)CN(CCCO)C2	-2.3%	-4.4	-4.4%	-5.5%	-0.3%	4.3%	1.4%	-5.9%	-6.7%	1.6%	0.1%
O=C(CSc1ncnc2sccc12)Nc1ccc(S(=O)(=O)N2CCOCC2)cc1	-1.2%	-5.6	2.6%	-2.6%	0.0%	2.2%	-4.0%	-12.6%	-13.0%	-8.0%	1.0%
COc1ccc(N2CC(O)=C(c3nc(-c4ccc(F)cc4)cs3)C2=N)cc1Cl	-8.7%	21.5	?	0.3%	-0.3%	14.2%	?	-29.1%	0.2%	-0.3%	0.7%
CC1(C)OC(=O)C(=NNc2ccc(C(=O)O)cc2)C(=O)O1	0.6%	2.7	-0.4%	0.9%	-0.7%	3.6%	2.0%	7.3%	?	-1.1%	0.7%
O=C(COc1cc(Cl)c(Cl)cc1Cl)NC(=O)Nc1ccc2c(c1)OCCO2	0.5%	-3.9	-3.4%	-0.5%	5.2%	-1.6%[46.1 µM]	?	4.5%	-3.1%	-1.4%	1.4%
CN1C(=O)[C@H]2[C@@H](/C=C/c3ccccc3)N3C(=O)CN(Cc4ccccn4)C(=O)[C@@]3(Cc3ccccc3)[C@H]2C1=O	3.0%	-1.5	/	/	-0.6%	-1.4%	14.6%	1.9%	0.7%	3.3%	3.5%
COc1ccc(C[C@H]2CN3C(=NC[C@@H]3Cc3ccccc3)N2CCNC(=O)c2ccc(C)c(Br)c2)cc1	-15.9%	4.0	-9.7%	-2.7%	-0.6%	-5.7%	4.4%	6.4%	?	3.4%	-0.1%
CCOC(=O)/C(=C/Nc1ccc(F)c(F)c1)[N+](=O)[O-]	4.5%	-0.4	-4.2%	0.8%	-0.2%	1.5%	-1.6%	2.3%	-0.1%	-4.1%	-0.2%
Cc1cccc2sc(NC(=O)Cn3c(C)csc3=O)nc12	-4.3%	-8.3	3.5%	-1.2%	-0.5%	0.0%	9.6%	10.1%	-3.4%	3.2%	0.7%
S=C1NCN(Cc2ccccc2)CN1	-1.6%	-10.9	3.8%	2.8%	0.1%	-2.3%	28.0%	1.5%	-0.5%	-2.3%	1.8%
Cc1cc(=O)oc2c(C)c(OCC(=O)NCC3CCC(C(=O)O)CC3)ccc12 (configuration not stated)	0.7%	-8.3	-0.3%	-0.4%	-0.1%	2.9%	2.1%	-2.4%	9.2%	-4.0%	0.2%
O=C(C(=O)N1CCCC1)c1c[nH]c2ccccc12	-2.6%	-7.9	4.4%	1.7%	-0.4%	3.8%	-5.2%	-6.7%	-0.7%	1.3%	2.3%
CCOC(=O)COc1nc(C)c(Br)c(OC)n1	2.6%	4.3	11.2%	-1.1%	-0.4%	3.2%	3.3%	-6.2%	?	-4.6%	2.3%
CCOC(=O)C(=Cc1ccc(OCc2ccc([N+](=O)[O-])cc2)c(OC)c1)C(=O)OCC	-13.5%	-31.3	5.9%	-1.7%	0.2%	6.6%	18.4µM*	0.6%	-6.7%	-6.0%	-0.4%
COC(C(=O)Nc1ccc(Cl)cc1C)c1ccccc1 (configuration not stated)	-0.8%	9.6	18.7%	1.7%	-0.2%	-2.1%[46.1 µM]	-3.9%	3.0%	0.1%	-0.4%	2.2%
CC(=O)c1c(C)[nH]c(C(=O)OCC(=O)Nc2sc3c(c2C#N)CCC(C)C3)c1C (configuration not stated)	5.3%	-14.9	-9.0%	-3.6%	0.3%	-6.4%	-3.9%	-14.5%	-2.0%	-0.1%	-0.3%
C#CCOCCOCCOCCNc1nc(N2CCN(C(=O)CCCCCCCCCCNC(=O)[C@H](CO)n3cc(CCCSC)nn3)CC2)nc(N2CCN(C(=O)CCCCCCCCCCNC(=O)[C@H](CO)n3cc(CCCSC)nn3)CC2)n1	-1.6%	-2.7	-6.5%	-0.1%	0.3%	-1.8%	-13.1%	-1.0%	9.4%	-1.5%	-4.0%
SMILES	uPA surface inh	TSHR antagonist	Mito fusion yeast	TSG101-PTAP inh	B2AR arrestin	TCR act	ELG1 DNA repair	Eya2 inh	BCR signal inh	Tb PFK block	USP2a inh
O=C(CNc1ccccc1)N/N=C/c1cn(-c2ccccc2)nc1-c1ccccc1	1.3%	3.6	5.9%	-9.0%	0.1%	1.0%[46.1 µM]	-24.8%	-11.0%	9.7%	-0.4%	-9.9%
COC(=O)C1=C(C)N(Cc2ccco2)C(=O)N[C@H]1c1ccc(Br)cc1	/	-4.4	20.0%	/	0.5%	/	-8.4%	-0.2%	-7.0%	-1.1%	0.3%
Clc1ccc(C2[C@H]3CN(Cc4ccc(-c5ccccc5)cc4)[C@H](c4ccccc4)C34CC2(c2cccnc2)C4)cn1 (some centres not stated)	/	6.8	2.3%	/	7.3%	/	-14.0%	?	2.7%	2.6%	-5.7%
CCCCC(O)(CCCC)C(=O)NN(C(=O)CCl)c1ccccc1	-15.2%	-4.6	5.3%	0.0%	-0.1%	2.3%[46.1 µM]	?	1.2%	?	5.6%	2.9%
CC(C)CC(=O)NNC(=O)c1ccc(Cl)cc1	-1.9%	8.5	-4.6%	-5.3%	-0.9%	1.0%	?	-14.7%	12.1%	-14.7%	2.7%
COc1ccc(/C=N/Nc2ncc(C(F)(F)F)cc2Cl)c(OC)c1OC	-8.7%	5.9	-10.6%	-3.7%	0.3%	-7.9%[46.1 µM]	15.6%	-3.0%	6.0%	-5.1%	1.6%
Cc1cc(NC(=O)CCC(=O)NNC(=O)c2ccc(C(C)(C)C)cc2)no1	-8.1%	10.8	-7.9%	-1.2%	-0.7%	-1.6%[46.1 µM]	?	-3.8%	-3.9%	0.5%	2.3%
Cc1cc(C)nc(SCCC(=O)Nc2ccc(F)cc2)n1	5.6%	-8.4	0.4%	-2.9%	-0.3%	-4.4%	-7.1%	12.8%	-7.8%	-1.3%	0.6%
O=C(C1CCCO1)N1N=C(c2ccc(Br)cc2)CC1c1ccco1 (configuration not stated)	-4.6%	-8.4	-4.4%	-1.3%	0.4%	8.2%[46.1 µM]	?	-10.5%	-12.2%	3.3%	2.5%
O=C(CN1CCN(c2ncc(C(F)(F)F)cc2Cl)CC1)N1CCN(c2ncc(C(F)(F)F)cc2Cl)CC1	3.1%	-4.3	1.6%	-5.5%	-0.4%	-1.7%	?	2.1%	9.3%	-5.3%	-10.9%
COC(=O)CNC(=O)Cn1nc(C)c([N+](=O)[O-])c1C	5.6%	4.1	2.6%	-0.1%	-0.3%	6.0%	-6.2%	15.6%	0.0%	-0.1%	2.1%
COc1cc(C2/C(=C(\O)c3ccc4c(c3)OCCO4)C(=O)C(=O)N2CCN2CCOCC2)cc(OC)c1OC (configuration not stated)	-2.2%	4.7	-2.0%	2.8%	2.6%	-3.7%	4.2%	-5.8%	0.8%	-2.0%	-0.9%

From PubChem BioAssay
